Screening results from PubChem.
aDG glyco act: increases alpha dystroglycan glycosylation. AID 624168. activation, % at 10 µM. Pro5-aDG cells, alpha-DG glycosylation AlphaScreen (IIH6); 0% Pro5, 100% B10-LARGE cell signal. 360,000 compounds, 0.22% hits;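 active = activation of at least 8% versus controls, or a plate z-score of at least 8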;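 note: Pro5 are CHO cells carrying HIG-tagged alpha-DG that lacks glycosylation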
HIF-2a inh: blocks HIF-2a reporter activity. 786-0 RCC cells HIF-2a reporter, luciferase luminescence, overnight. inhibition, % at 18.8 µM. 360,000 compounds, 0.72% hits. AID 624352;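 active = inhibition of the luminescence signal of 40% or more relative to plate controls, in a single-dose primary screen at 18.75 µM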
NR2E3 ag-1: agonists of human nuclear receptor NR2E3 | GST-NR2E3/biotin-RetCOR TR-FRET, 1536-well | inhibition of corepressor binding, % at 4.78 µM | 320,000 compounds, 0.12% hits | AID 2300;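 active = percent inhibition above the cutoff of mean plus 3 SD of all tested compounds, set per screening campaign, cut at about 20% in these data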;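 note: 0% = DMSO wells and 100% = biotin wells as full block of FRET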
Target sequence (Q9Y5X4 whole entry, looked up): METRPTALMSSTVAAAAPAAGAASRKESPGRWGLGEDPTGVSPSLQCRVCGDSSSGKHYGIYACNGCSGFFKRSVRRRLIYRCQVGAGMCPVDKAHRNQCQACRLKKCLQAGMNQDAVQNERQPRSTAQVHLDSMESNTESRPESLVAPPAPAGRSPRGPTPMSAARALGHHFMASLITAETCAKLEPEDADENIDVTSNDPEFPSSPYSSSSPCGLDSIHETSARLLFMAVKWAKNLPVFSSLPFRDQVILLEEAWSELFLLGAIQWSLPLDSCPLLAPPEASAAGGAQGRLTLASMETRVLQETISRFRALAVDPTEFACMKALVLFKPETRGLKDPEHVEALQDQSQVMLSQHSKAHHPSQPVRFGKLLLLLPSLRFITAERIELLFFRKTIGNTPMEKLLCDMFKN
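Material: NR2E3–RetCOR corepressor complex | Quantity: 1.35 nM GST-tagged NR2E3 final | Schedule: 5 h at 4 °C | Replication: Singlicate compound wells | Reagent: RetCOR corepressor, biotinylated, 7 nM | Controls: Biotin wells as high control, 0.6% DMSO wells as low control | Signal: TR-FRET, Eu(K)-anti-GST donor, streptavidin-D2 acceptor, ex 340, em 617/671 nm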
Granule exo inh: lytic granule exocytosis inhibition; TALL-104 LAMP-1 surface exposure, flow cytometry; cells stimulated with thapsigargin and PMA; inhibition, % at 10 µM; 360,000 compounds, 0.66% hits;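 active = inhibition above about 55%, limit read from the data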
Vif imaging: blocks HIV Vif function | HEK293T cells, Vif self-association by quenched fluorescence, imaging, 24 h | inhibition, % at 7.49 µM | 340,000 compounds, 0.35% hits; in the data active = inhibition above about 50%, passing the limit was not always enough; note: some results filed as inactive read as strong as hits
PDI inh: inhibitors of human protein disulfide isomerase; AID 588391; inhibition, % at 10 µM; 350,000 compounds, 0.052% hits; PDI insulin aggregation turbidity, A650, 90 min; P07237;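 active = mean inhibition across replicates of 30% or more, whatever share of single replicates reach that level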;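 note: absorbance from insulin aggregation driven by PDI reduction with DTT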
Target sequence (P07237 whole entry, looked up): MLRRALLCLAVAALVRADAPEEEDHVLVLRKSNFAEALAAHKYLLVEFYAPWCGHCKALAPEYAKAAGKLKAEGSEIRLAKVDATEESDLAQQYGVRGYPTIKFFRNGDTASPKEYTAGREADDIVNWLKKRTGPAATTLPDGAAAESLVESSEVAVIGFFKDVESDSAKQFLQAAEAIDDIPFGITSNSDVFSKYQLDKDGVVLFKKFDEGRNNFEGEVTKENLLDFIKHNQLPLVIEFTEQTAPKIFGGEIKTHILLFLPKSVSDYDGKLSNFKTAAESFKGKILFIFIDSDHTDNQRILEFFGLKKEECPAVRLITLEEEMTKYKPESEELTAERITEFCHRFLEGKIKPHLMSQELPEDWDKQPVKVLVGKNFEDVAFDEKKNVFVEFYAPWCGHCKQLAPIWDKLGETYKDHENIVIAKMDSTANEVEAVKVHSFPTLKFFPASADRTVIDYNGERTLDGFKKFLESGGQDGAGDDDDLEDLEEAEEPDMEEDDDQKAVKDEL
Peg3 promoter: reduces Peg3 promoter-driven luciferase expression in HeLa; HeLa PEG-Prom luciferase reporter, luminescence, overnight; inhibition, % at 20 µM; 360,000 compounds, 1.7% hits;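 active = inhibition of at least 50% at 20 µM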
TRPM1 prom inh: reduces MITF-dependent TRPM1 promoter luciferase signal. SK-MEL-5 TRPM1 promoter luciferase, 24 h. inhibition, % at 12.5 µM. 330,000 compounds, 0.83% hits;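 active = mean inhibition across replicates of 60% or more, whatever share of single replicates reaches that level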; note: values of inactives mirror those of a sister screen read the other way
NR2E3 ag-2: human photoreceptor-specific nuclear receptor agonism; Q9Y5X4; CHO-S Gal4-NCOR/VP16-NR2E3 two-hybrid, luciferase; inhibition of corepressor binding, % at 3.98 µM; 360,000 compounds, 0.35% hits; AID 602229;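 active = inhibition above the mean of all tested compounds plus 3 SD, cut at about 70% in these data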;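 note: 0% = DMSO with NR2E3 transfected cells and 100% = cells lacking NR2E3 construct; higher means lower luciferase signal from less NR2E3 corepressor binding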
hiPSC survival: increases survival of single human iPS cells | hiPSC single-cell survival, ATPlite luminescence; 100% = ROCK inhibitor wells, 0% = DMSO | survival enhancement, % at 20 µM | 360,000 compounds, 0.044% hits | AID 602274; in the data active = survival enhancement above about 18%;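 note: cells exposed to compounds for 16 hours before the ATP read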
CaV13 ICDI inh: Primary screen for inhibitors of IQ motif and Ca2+-dependent inactivation inhibitor domain binding in CACNA1D, Förster resonance energy transfer in living cells, …; HEK cells, CFP/YFP FRET ICDI-IQ, plate reader, 10 min; percent FRET-ratio fall versus neutral wells; inhibition, % at 12.3 µM; 340,000 compounds, 0.098% hits;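 active = mean replicate inhibition of at least 30% and at least 1% of replicates passing that level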;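 note: 0% = median of the neutral control wells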
* marks the source's active call; other numbers are inactive results; i = inactive; x = no result given.

SMILES	aDG glyco act	HIF-2a inh	NR2E3 ag-1	Granule exo inh	Vif imaging	PDI inh	Peg3 promoter	TRPM1 prom inh	NR2E3 ag-2	hiPSC survival	CaV13 ICDI inh
Cc1c(/C=N\NC(=O)c2c[nH]c3ccccc23)cnn1C	-0.1	-73	-6	6	1	0	-35	5	5	1.9	-3
COC(=O)c1[nH]c2ccccc2c1CN1CCOCC1	-0.2	15	1	15	5	-5	7	18	-14	2.7	-20
CCN(CC)CCOCCOc1ccc(Cl)c2ccccc12	4.4	17	0	2	-2	0	40	5	9	-0.5	-6
Cc1ccc(Sc2nc([N+](=O)[O-])nn2C)cc1	0.1	10	-1	4	-4	2	-5	-8	-16	-3.7	-5
CCOc1cc(/C=C2\C(=O)N(CCC#N)N=C2C)ccc1OCC(N)=O	0.3	6	7	-1	13	0	10	10	-11	1.8	-18
COc1ccc2sc(-c3ccccc3OC)c(-c3ccc(OC)c(F)c3)c2c1	-0.2	-5	3	1	7	-17	13	-1	-21	-0.9	-9
COCCn1c(N)c(N(Cc2ccccc2)C(=O)c2ccc3ccccc3c2)c(=O)[nH]c1=O	-0.2	19	-1	-2	i	1	8	7	16	-0.5	3
O=C1CCCC(=O)C1=C1SCCS1	-0.4	-1	-4	1	-8	1	-8	5	-13	3.1	-4
O=C(OCC(=O)N1CCC(Cc2ccccc2)CC1)c1ccccc1F	0.1	-13	-1	3	0	-6	-16	-17	11	0.1	-6
O=C(c1cc([N+](=O)[O-])ccc1N1CCOCC1)N1CCN(S(=O)(=O)c2ccc(F)cc2)CC1	-0.1	11	-1	-1	-4	2	5	3	-2	-0.2	-6
O=C(C[n+]1cc(Br)cc2ccccc21)c1ccc(Cl)cc1	0.0	10	0	1	12	2	4	20	-20	-0.1	-20
O=C(Nc1ccc(-c2csc(Nc3ccccc3)n2)cc1)c1ccccc1	0.2	-61	1	13	x	-12	-24	-7	-80	1.9	-9
COc1ccccc1NC(=O)C(C)OC(=O)c1ccc(-n2cnnn2)cc1 (stereo unspecified)	0.8	4	-5	2	0	-5	5	0	-1	-0.1	-6
O=C(Cn1c2ccc(F)cc2c2nc3n(c(=O)c21)CCS3)Nc1ccc(Cl)cc1F	0.5	12	-1	0	-4	-1	30	-6	-44	-0.2	-2
CCOCCN(C(=O)c1ccccc1Cl)c1cccc(C)c1C	-0.2	3	5	-10	x	-5	18	-1	-24	-0.3	-4
COc1ccc(-c2cc(C(=O)N3CCN(c4ccccc4)CC3)no2)cc1OC	-0.2	-14	3	-2	1	-1	3	1	-20	1.8	-5
O=C(c1ccccc1F)N1CCN(C(=O)C(c2ccccc2)c2ccccc2)CC1	-0.1	3	5	-7	0	12	5	-7	-6	1.2	-3
CC1CCc2c(C(=O)Nc3nccs3)csc2C1 (stereo unspecified)	0.0	-322	1	0	-6	-3	-304	-66	-84	-0.3	-7
Cc1ccc(N/N=C/c2ccc(N3CCOCC3)cc2)cc1C	0.0	-99	-3	-2	-7	-3	-138	-11	-51	-1.5	-5
Cn1cc([N+](=O)[O-])c(C(=O)NCc2cc3cc(Cl)ccc3[nH]2)n1	-0.2	4	1	-2	-10	-1	2	6	-2	1.1	-6
CCCCNc1nc2ccccc2nc1NS(=O)(=O)c1cccs1	0.2	6	1	-1	0	-6	15	13	-22	3.6	x
CCOc1ccccc1/C=C(\C(=O)O)c1ccc(S(=O)(=O)N2CCCCC2)s1	-0.3	12	x	-3	8	-1	15	6	16	-0.1	-16
Cc1cc(C(=O)NN)c(C)o1	-0.2	10	-6	0	-8	-16	24	2	-72	3.4	-6
COc1ccc(CC(N)c2csc(NC(=O)Nc3ccccc3-c3ccccc3)n2)cc1 (stereo unspecified)	3.0	9	x	5	-4	0	92*	x	-6	-2.9	-4
COc1ccc(OC)c(NC(=O)COC(=O)c2nc(Cl)ccc2Cl)c1	0.1	12	1	-2	9	0	7	9	-3	-1.0	-3
Cc1cccc(NC(=O)CNC(=O)CN2C(=O)NC3(CCCc4ccccc43)C2=O)c1C (stereo unspecified)	0.3	8	1	0	14	-9	3	10	-29	-0.2	-6
O=C(CCNS(=O)(=O)c1ccccc1)OCc1nc2ccsc2c(=O)[nH]1	0.1	12	3	2	7	0	13	7	-23	-0.2	-6
COc1ccc(C(=O)N2CCC(CCC(=O)Nc3cccc(C)c3)CC2)cc1	0.6	-33	-1	-4	-20	-2	-13	-7	-8	0.4	-5
Cc1cc(NC(=O)CCN2CCN(CCO)CC2)ccc1Br	0.1	7	2	-13	-4	0	10	11	4	-0.5	-5
O=C(CCCSc1nnc(SCCCC(=O)c2ccc(F)cc2)s1)c1ccc(F)cc1	0.3	-5	-2	3	-7	3	17	14	19	4.2	-4

3 of these compounds, reformatted:
| structure | aDG glyco act | HIF-2a inh | NR2E3 ag-1 | Granule exo inh | Vif imaging | PDI inh | Peg3 promoter | TRPM1 prom inh | NR2E3 ag-2 | hiPSC survival | CaV13 ICDI inh |
| --- | --- | --- | --- | --- | --- | --- | --- | --- | --- | --- | --- |
| CC1CCc2c(C(=O)Nc3nccs3)csc2C1 (stereo unspecified) | 0.0 | -322 | 1 | 0 | -6 | -3 | -304 | -66 | -84 | -0.3 | -7 |
| Cc1ccc(N/N=C/c2ccc(N3CCOCC3)cc2)cc1C | 0.0 | -99 | -3 | -2 | -7 | -3 | -138 | -11 | -51 | -1.5 | -5 |
| Cn1cc([N+](=O)[O-])c(C(=O)NCc2cc3cc(Cl)ccc3[nH]2)n1 | -0.2 | 4 | 1 | -2 | -10 | -1 | 2 | 6 | -2 | 1.1 | -6 |

Continued.
SMILES	aDG glyco act	HIF-2a inh	NR2E3 ag-1	Granule exo inh	Vif imaging	PDI inh	Peg3 promoter	TRPM1 prom inh	NR2E3 ag-2	hiPSC survival	CaV13 ICDI inh
CCCCCOC(=O)Nc1ccc(S(=O)(=O)Nc2cccc([N+](=O)[O-])c2)cc1	0.1	0	-2	2	0	-19	20	-3	-19	-0.8	-5
O=C(COC(=O)C1C2CC3OC(=O)C1C3C2)Nc1ccc(Cl)cc1 (stereo unspecified)	0.0	-5	3	16	-4	13	-10	-1	-21	0.8	-3
CC1CCCCC12NC(=O)N(CC(=O)Nc1ccc(N3CCCCC3)cc1)C2=O (stereo unspecified)	1.2	-2	x	1	10	2	1	-9	9	0.4	-2
CCCCNC(=O)C1(C)CCN1C(=O)CSc1ccccc1 (stereo unspecified)	0.4	6	x	-1	x	10	4	x	4	-0.1	-5
O=[N+]([O-])c1ccc(C=Nc2ccccc2)cc1	-0.6	-9	x	7	x	x	7	x	-18	0.8	-4
CCCc1ccc(OCc2nc(-c3ccc(NC(=O)c4ccco4)cc3)no2)cc1	-0.1	-176	3	0	0	-1	-152	-79	-34	0.0	-5
O=C(CSc1nnnn1-c1ccc2c(c1)OCCO2)c1cccc2c1OCCO2	-0.1	-132	-1	6	2	8	-123	-22	-58	-0.6	-11
Cc1ccccc1-n1nnnc1SC(C)C(=O)Nc1ccc(N2CCN(C)CC2)cc1 (stereo unspecified)	0.1	-2	0	3	-1	3	18	0	-9	-0.4	-15
COC(=O)CSc1nnc(CNC(=O)c2ccco2)n1-c1ccc(F)cc1	-0.1	9	6	1	1	-2	2	-1	-10	-1.2	-8
CC(=O)c1c(C)[nH]c(C(=O)OCc2nnc(-c3ccccc3)o2)c1C	1.7	9	1	-2	1	-4	-5	18	30	0.5	x
CC(C)(C)NC(=O)CSc1ncnc2c1cnn2-c1ccccc1	0.7	-76	3	-3	-5	-1	-52	x	2	-0.6	-19
CCN(CC)CCCNc1nc2ccccc2[nH]1	-0.3	5	5	4	20	-4	-11	3	-40	-0.4	-5
O=C(O)c1c2c(nc3ccccc13)/C(=C/c1c(F)cccc1F)CCC2	-0.1	-16	1	6	4	1	-9	2	-35	0.0	0
O=C(NC(N1CCOCC1)C(Cl)(Cl)Cl)c1ccccc1Cl (stereo unspecified)	-0.1	13	1	-1	-1	6	10	9	0	-0.8	2
COc1ccc(NC(=O)Nc2ccc3c(c2)OCO3)c(C)c1	2.6	-120	3	-1	2	-7	-182	-42	-43	-0.5	x
CCCCCNC(=O)CCc1ccccc1	0.7	-18	5	-1	0	1	-8	-7	-18	-1.1	-4
Cc1cc(C(=O)COC(=O)[C@H](C)NC(=O)c2ccco2)c(C)n1Cc1ccco1	-0.4	-19	2	4	-1	2	-24	-3	-1	0.1	3
CN(C)C(CNC(=O)c1ccc(Cl)c(S(=O)(=O)N2CCCCCC2)c1)c1ccccc1 (stereo unspecified)	2.2	0	-2	4	-21	5	-1	5	10	0.1	-2
COc1cc(OC)cc(-c2cc3nc(C)c(CCC(=O)Nc4nc(C)cs4)c(C)n3n2)c1	-0.2	43*	3	8	2	4	25	x	7	0.1	-7
Cc1nnc(SCC(=O)Nc2c(Cl)cccc2Cl)n(N)c1=O	0.4	8	-2	0	29	13	1	-1	3	0.2	-5
CCCS(=O)(=O)NC(=O)C1(C)CCN(C(=O)c2ccccc2OC)C1 (stereo unspecified)	-0.1	10	x	3	16	5	-2	x	-29	1.1	-5
CC1COc2ccccc2N1S(=O)(=O)c1ccc(Cl)cc1 (stereo unspecified)	0.4	19	3	-1	0	-2	40	21	-57	-0.3	-3
C=CCOc1ccc(CN(C)C(=O)c2ccc(CNS(=O)(=O)c3ccc(C)c(C)c3)cc2)cc1	1.1	9	1	-5	-12	10	-4	19	-5	0.0	-6
CCOC(=O)c1ccc(NC(=O)c2nccnc2C(=O)O)cc1	0.0	14	1	-2	3	12	12	8	-6	-0.7	-8
CC(C)Nc1nnc(SC(C)C(=O)Nc2ccc(Cl)cn2)s1 (stereo unspecified)	0.2	8	14	-1	4	-4	-32	22	3	-1.2	-6
COc1ccc(C=O)cc1COc1ccc(Cl)cc1[N+](=O)[O-]	0.2	7	2	-3	0	6	28	-1	-21	-2.4	-7
Cc1ccc(OC2CCN(C(=O)C3CCC(=O)N(C4CC4)C3)CC2)cc1 (stereo unspecified)	0.3	5	5	1	-8	-7	12	1	11	-0.3	-5
NC(=O)Cn1c(=O)n(CCCC(=O)NC2CCN(Cc3ccccc3)CC2)c(=O)c2ccccc21	0.0	17	1	-1	12	0	-3	0	3	-2.6	0
Cc1noc(C)c1NC(=O)Nc1cccc2c1O[C@@H](CN(C)C(=O)Nc1ccc3c(c1)OCO3)[C@@H](C)CN([C@H](C)CO)C2=O	-0.1	12	x	11	-6	3	1	0	-9	-1.6	-4
CCOc1ccc(S(=O)(=O)NCCCn2ccnc2)cc1	1.9	10	1	6	18	4	14	-8	0	-0.4	3
CCn1nnnc1SCC(=O)Nc1ccc(OC)cc1	0.1	-47	2	-2	29	14	-40	11	-20	-1.5	-4
Clc1ccccc1-c1ncc2ccccn12	-0.1	-41	-1	4	9	-18	-80	-2	-17	0.9	-7
Cc1ccc(CNC(=O)c2cn(C)c3ccc(S(=O)(=O)N4CCOCC4)cc3c2=O)cc1	-0.1	7	2	-2	3	2	14	-1	6	-0.4	-4
CCCCn1nnnc1C1(C)CCC(=O)N1CCCn1ccnc1 (stereo unspecified)	-0.2	11	x	-4	x	x	x	x	-13	-0.3	-6
Cc1ccc(S(=O)(=O)N2CCCCC2)cc1C(=O)Nc1ccc(S(=O)(=O)Nc2ncccn2)cc1	-0.1	20	1	-4	5	1	13	5	-18	-0.6	-15
